# SRC2 inh – human SRC2 (NCOA2) inhibition; Q15596; HEK293 GAL4-SRC2 luciferase reporter, luminescence; inhibition, % at 9 µM; actives 0.17% (n = 370,000); AID 651957;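 active = inhibition above the mean inhibition of all tested compounds plus 3 SD, set per campaign, cut at about 52% in these data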;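 also: 0% = DMSO treated cells and 100% = cells given Gossypol at 36 µM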
# TLR9-MyD88 block – inhibitors of human TLR9-MyD88 binding. Q9NR96+Q99836. CHO BLA complementation TLR9-MyD88, CCF4 FRET ratio. inhibition, % at 4.98 µM. actives 0.21% (n = 340,000). AID 504734;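 active = inhibition above the mean over all tested compounds plus 3 SD, cut at about 21% in these data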;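 also: 0% = DMSO only wells and 100% = clavulanate BLA inhibitor control wells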
# Target sequence (Q99836 whole entry, looked up): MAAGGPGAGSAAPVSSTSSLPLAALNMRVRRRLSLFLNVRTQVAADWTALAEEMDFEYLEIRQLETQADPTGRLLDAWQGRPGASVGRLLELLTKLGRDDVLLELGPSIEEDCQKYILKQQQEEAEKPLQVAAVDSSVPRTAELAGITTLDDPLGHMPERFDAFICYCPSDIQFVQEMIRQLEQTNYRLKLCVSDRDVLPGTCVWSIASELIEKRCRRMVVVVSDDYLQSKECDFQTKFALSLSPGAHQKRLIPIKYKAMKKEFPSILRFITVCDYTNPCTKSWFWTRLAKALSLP
# Target sequence (Q9NR96 whole entry, looked up): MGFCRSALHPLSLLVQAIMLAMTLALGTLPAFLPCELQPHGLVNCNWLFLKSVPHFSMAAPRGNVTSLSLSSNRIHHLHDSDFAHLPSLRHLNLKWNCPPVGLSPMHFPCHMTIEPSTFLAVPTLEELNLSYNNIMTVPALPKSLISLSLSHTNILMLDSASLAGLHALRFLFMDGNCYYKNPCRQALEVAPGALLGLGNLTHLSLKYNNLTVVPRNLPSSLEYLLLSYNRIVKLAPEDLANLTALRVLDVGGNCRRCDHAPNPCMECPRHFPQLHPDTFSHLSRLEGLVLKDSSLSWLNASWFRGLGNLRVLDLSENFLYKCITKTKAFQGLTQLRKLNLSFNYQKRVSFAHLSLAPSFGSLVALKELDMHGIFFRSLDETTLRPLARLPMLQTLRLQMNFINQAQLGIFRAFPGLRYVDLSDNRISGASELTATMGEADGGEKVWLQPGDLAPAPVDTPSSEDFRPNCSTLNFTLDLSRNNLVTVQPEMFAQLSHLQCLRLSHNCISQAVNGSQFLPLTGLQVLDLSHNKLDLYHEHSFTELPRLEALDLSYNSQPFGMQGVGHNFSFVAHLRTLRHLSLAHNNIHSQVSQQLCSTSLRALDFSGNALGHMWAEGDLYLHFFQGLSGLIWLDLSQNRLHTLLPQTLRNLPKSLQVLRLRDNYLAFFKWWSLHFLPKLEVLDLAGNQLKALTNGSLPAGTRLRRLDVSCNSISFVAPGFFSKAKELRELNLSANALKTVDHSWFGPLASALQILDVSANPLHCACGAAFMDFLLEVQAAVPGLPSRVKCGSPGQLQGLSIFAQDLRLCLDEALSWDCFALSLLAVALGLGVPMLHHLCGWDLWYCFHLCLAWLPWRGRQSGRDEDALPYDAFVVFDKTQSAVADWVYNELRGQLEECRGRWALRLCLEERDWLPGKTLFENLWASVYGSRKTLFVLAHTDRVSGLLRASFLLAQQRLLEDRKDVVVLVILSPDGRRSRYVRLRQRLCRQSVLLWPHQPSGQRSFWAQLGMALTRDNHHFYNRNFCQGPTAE
# Vif imaging – blocks HIV Vif function. AID 602346. actives 0.35% (n = 340,000). HEK293T cells, Vif self-association by quenched fluorescence, imaging, 24 h. inhibition, % at 7.49 µM; in the data active = inhibition above about 50%, passing the limit was not always enough; also: some results filed as inactive read as strong as hits
# NOD2-RIPK2 inh – blocks binding of human NOD2 to RIPK2; O43353; CHO BLA complementation NOD2-RIPK2, CCF4 ratio; inhibition, % at 4.98 µM; actives 0.38% (n = 360,000); in the data active = inhibition above about 21%;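 also: 0% = vehicle only and 100% = reference blocker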
# TROY signal inh – TROY signaling inhibition | Q293 LMP1-TROYcd NF-kB luciferase reporter, 4 h | inhibition, % at 10 µM | actives 0.98% (n = 360,000);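 active = compounds whose plate-normalised and pattern-corrected inhibition of the luciferase reporter signal at the single screening dose is 50% or more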
# LMP1 NFkB inh – reduces LMP1-driven NF-kappaB luciferase signal. LMP1-induced NF-kappaB luciferase reporter cells, luminescence. inhibition, % at 12.5 µM. actives 0.69% (n = 350,000); in the data active = inhibition above about 41%;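 also: 0% = neutral control wells and 100% = reference inhibitor control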
# NR5A2 inv ag – inverse agonists of human LRH-1 (NR5A2); O00482; HEK293T StAR-luciferase reporter, LRH-1 transfected, 24 h; inhibition, % at 3.6 µM; actives 0.13% (n = 360,000);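 active = inhibition above the mean inhibition of all tested compounds plus 3 SD, cut at about 73% in these data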;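 also: 0% = DMSO wells and 100% = reporter-only cells lacking LRH-1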
# TRAIL sens C8 – caspase-8 TRAIL sensitization; NB7+C8 cells + TRAIL, ATPlite viability luminescence; inhibition (viability loss, TRAIL sensitization), % at 10 µM; actives 1% (n = 360,000);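 active = compounds causing at least 50% loss of cell viability in the single-dose screen, relative to plate controls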
# NCOA3 inh – inhibits human SRC3 coactivator; actives 0.17% (n = 360,000); HEK293 GAL4-SRC3 luciferase reporter, luminescence; AID 588352; inhibition, % at 3.6 µM; Q9Y6Q9;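 active = inhibition above a per-campaign cutoff, the mean of all compounds plus 3 SD, cut at about 60% in these data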;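 also: 0% = DMSO-treated cells and 100% = gossypol-treated cells at 36 µM; higher means less SRC3-driven luciferase light from the GAL4 reporter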
# SRC1 inh – human NCOA1 inhibition; HEK293 GAL4-SRC1 luciferase reporter, luminescence; inhibition, % at 3.6 µM; actives 0.12% (n = 360,000);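 active = inhibition above the campaign mean plus 3 SD, with each screening campaign given its own cutoff, cut at about 60% in these data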;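 also: 0% = DMSO treated cells and 100% = gossypol at 36 µM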
# NR2F2 inh – inhibitors of human COUP-TFII (NR2F2). inhibition, % at 8.6 µM. P24468. HEK293T NGFI-A luciferase reporter, luminescence. AID 686940. actives 0.7% (n = 370,000);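 active = inhibition above a per-plate cutoff, mean inhibition of test wells between control levels plus 3 SD, cut at about 38% in these data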;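 also: cells cotransfected with COUP-TFII expression vector driving the NGFI-A reporter; 0% = median of COUP-TF2 test wells and 100% = reporter-only cells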
# * = called active by the depositor; . = not tested or not shown. An excerpt; count on the stated rates, not on these rows.
SMILES	SRC2 inh	TLR9-MyD88 block	Vif imaging	NOD2-RIPK2 inh	TROY signal inh	LMP1 NFkB inh	NR5A2 inv ag	TRAIL sens C8	NCOA3 inh	SRC1 inh	NR2F2 inh
CC(OC(=O)C1CC1)C(=O)Nc1ncc(Cl)cc1Cl (centres undefined)	-4	4	-8	-6	4	-1	0	7	21	4	-7
CC(OC(=O)c1ccc2ccccc2n1)C(=O)Nc1ccc(N2CCOCC2)cc1 (centres undefined)	-18	3	-3	-2	-5	-4	-1	-15	-1	4	0
CC1(C)O[C@H]2CC(=O)OC[C@]23[C@H]2CC[C@@]4(C)[C@H](c5ccoc5)OC(=O)[C@H]5O[C@]54[C@]2(C)[C@@H](O)C[C@@H]13	0	3	-2	-6	8	9	-9	0	1	5	-4
COc1ccc2[nH]c3c(=O)n(CCCC(=O)NC4CCCCC4C)c(=S)[nH]c3c2c1 (centres undefined)	0	3	1	-1	2	-8	-1	-3	18	0	-25
CCOC(=O)c1c(NC(=O)CCl)sc(CN(C)C)c1-c1ccccc1	13	-8	4	4	22	8	9	-1	8	1	6
CC(C)n1ncc2c(C(=O)NCc3cccnc3)cc(C3CC3)nc21	-8	1	4	6	10	-1	-16	14	-3	-3	-2
CCOP(=O)(c1ccccc1Cl)C1(O)CCCCC1 (centres undefined)	-14	-6	1	-11	-22	5	-1	6	-8	-6	1
CCNc1nc(CN2CCCCC2)nc2scc(-c3ccccc3)c12	31	8	-2	1	23	4	14	22	13	3	32
O=S(=O)(c1ccc(Br)s1)N1CCCCC1	-1	1	.	-8	-1	-4	8	4	9	-7	10
Cc1ccc(C)c(-n2nnnc2SCC(=O)c2ccc3c(c2)NC(=O)CO3)c1	-30	1	-21	-8	-16	3	-6	3	0	-9	6
CN=C(NC#N)NCCSCc1nc[nH]c1C	-9	-1	-7	-18	12	-10	-3	1	1	-37	-3
COc1cccc(CC(=O)OCC(=O)NC2CCCCCC2)c1	-2	4	-6	6	-1	-6	7	-9	5	-45	-39
CC1(C)CC(=O)C(C=NCc2cccnc2)=C(O)C1	-29	-6	.	-9	-5	-3	-9	22	7	-10	-4
CCCCn1c(N)c(N(CCOC)C(=O)C(C)N2C(=O)c3ccccc3C2=O)c(=O)[nH]c1=O (centres undefined)	11	1	-15	-5	3	0	3	-12	-5	-2	-8
COC(=O)c1cc2c([nH]c1=O)CCCC2=O	8	17	4	-1	1	0	-6	3	0	-6	12
CCNC(=S)Nc1ccc(C)c(S(=O)(=O)Nc2ccccc2OC)c1	4	5	2	-3	12	-8	22	3	19	3	12
COc1ccc(NC(=O)NCc2ccco2)cc1OC	8	-6	3	-6	-4	-4	6	-3	-4	2	0
CCOc1ccc(CN2CCC(n3nccc3NC(=O)c3ccccc3OC)CC2)cc1	15	4	-1	-6	0	0	7	1	14	-2	12
C=CCN1C(=O)C(Cc2ccccc2)SC1=Nc1ccc(C(=O)O)cc1 (centres undefined)	-10	-4	-28	-3	5	0	19	5	23	5	22
COc1ccc(Cl)cc1N(CC(=O)Nc1ccccc1C(=O)NCc1ccco1)S(C)(=O)=O	6	0	-6	-5	4	-6	-9	1	0	-3	-27
O=C(CSc1n[nH]c(-c2cc(Cl)ccc2Cl)n1)NCCN1C(=O)CSC1=O	4	7	-10	8	-5	-4	-2	-9	-3	-8	4
FC(F)(F)c1cc(-c2cccs2)nc(NCc2ccco2)n1	5	-5	.	-9	1	0	22	24	5	-5	20
CCCCS(=O)CC(O)COc1ccc(C(C)(C)C)cc1 (centres undefined)	13	-1	-6	0	-10	6	-19	-9	9	4	4
CCC(C)c1ccc(NC(=O)C2=CC=CN3CCS(=O)(=O)N=C23)cc1 (centres undefined)	-33	1	20	1	-21	-10	-31	20	-55	-24	-30
CN(C)N1C(=O)CC(C)(c2ccc([N+](=O)[O-])cc2)C1=O (centres undefined)	-7	4	34	-10	14	-2	-10	-1	7	-10	-5
COc1ccc(OCC(=O)NC(=S)N2CCCc3ccccc32)cc1	-38	-3	1	1	37	0	-33	-6	-1	-4	-8
CCOc1ccc(N=C2NC(=O)S/C2=C\c2ccc(Cl)cc2)cc1	-8	5	0	-2	-21	25	11	19	2	-9	-13
CC(=O)NN1C(=O)c2ccccc2NC1c1ccc(N(C)C)cc1 (centres undefined)	-22	14	-11	13	-37	-3	-5	3	-18	-5	-50
C/C=C\C(=O)Nc1cccc(C2=NOC3(C2)C[C@H](C(N)=O)N(C(=O)/C=C/CC)C3)c1 (some centres undefined)	-16	3	.	1	-9	2	16	-13	1	4	3
Cn1ccc2c(-c3ccc(F)nc3)cc3c(c21)C1CCC3O1 (centres undefined)	-27	.	.	5	18	.	-21	15	-2	-7	-1
COc1ccc(Cl)cc1C(=O)Nc1ccncc1	14	3	-5	10	-8	11	-19	-11	-4	4	14
COc1ccccc1CC(NC(C)=O)C(=O)NC1CCN(C(=O)Nc2ccccc2C)CC1 (centres undefined)	-1	-8	-11	0	-6	-8	16	2	-4	15	5
CC(C)N(C(=O)NC(=O)Nc1ccc(S(=O)(=O)N2CCCC2)cc1)S(C)(=O)=O	-3	-5	-8	-8	5	1	6	-1	1	3	10
COCCCNc1ccn2nc(-c3ccc(CC(C)C)cc3)cc2n1	-35	.	-2	-5	-25	.	-134	41	-107	-63	-12
N#Cc1cnn2ccn(C3OC(CO)C(O)C3O)c12 (centres undefined)	14	4	20	3	19	-2	-8	-30	9	-17	-3
CC(=O)Oc1ccc2c3c(c(=O)oc2c1C)CCCC3	8	-7	0	-2	1	11	-1	3	8	3	23
N#Cc1nn(-c2ccccc2)nc1N1CCCCC1	-8	4	26	3	-32	-12	12	13	4	-2	-19
C=CCN(Cc1cccs1)C(=O)COc1ccc2c(c1)OCO2	-25	-8	2	-11	-33	-7	-31	-2	-17	-35	-3
O=C(O)c1ccc(S(=O)(=O)N2CCCCCCC2)cc1	-32	3	.	-2	3	1	4	-6	1	-3	9
CCC1Oc2ccc(C)cc2N(CC(=O)N(Cc2ccc(C)o2)C2CC(C)(C)NC(C)(C)C2)C1=O (centres undefined)	6	-6	.	-1	16	-3	5	16	-11	-13	-10
Cc1cc(C)c2nc(N3CCCC(C(=O)NCCN4CCOCC4)C3)sc2c1 (centres undefined)	-37	-3	0	-3	-41	-25	-72	0	-54	-46	-21
CC(=O)OCC1(C)CN(c2ccccc2)N(C(=O)c2ccc(F)cc2)C1=O (centres undefined)	-27	-6	0	5	1	0	14	-4	-3	17	3
CCCC1CC(=O)NC1(C(=O)OCC)C(=O)OCC (centres undefined)	-37	7	19	-2	-8	2	1	-6	-7	2	-11
O=C(CSc1nc2ncc(Cl)cc2[nH]1)N1CCOCC1	-1	7	-2	0	8	-4	21	0	-21	-19	-8
COc1ccc(-c2nnn(CC(=O)NCc3ccccc3)n2)cc1OC	-33	-20	-4	-10	10	3	14	-12	-5	-13	3
CCCOc1ccc(CNC(=O)C2CCN(C(=O)N3CCOc4ccccc43)CC2)cc1	2	6	-14	-3	12	-2	21	3	4	20	29
COc1ccc2c(c1)c(CC(=O)OCC(=O)O)c(C)n2C(=O)c1ccc(Cl)cc1	0	8	13	-3	-2	3	11	-7	-20	-20	5
O=C(Nc1ccc(Cl)cc1Cl)C1CCCO1 (centres undefined)	-21	3	-2	-1	-21	0	-4	4	-15	-11	-9
[O-]C1=N[N+](=C(c2ccccc2)c2ccccc2)C1	-1	-14	-5	-1	-3	5	-4	22	10	0	-3
Cn1c(Cc2ccc3c(c2)OCO3)nnc1SCC(=O)NC(C)(C)C	0	2	-11	-3	-4	-13	-4	-2	-11	1	-1

# An excerpt of these results, with values under each structure:
# Results follow in this order: SRC2 inh | TLR9-MyD88 block | Vif imaging | NOD2-RIPK2 inh | TROY signal inh | LMP1 NFkB inh | NR5A2 inv ag | TRAIL sens C8 | NCOA3 inh | SRC1 inh | NR2F2 inh
- CC(OC(=O)C1CC1)C(=O)Nc1ncc(Cl)cc1Cl (centres undefined)
 : -4 | 4 | -8 | -6 | 4 | -1 | 0 | 7 | 21 | 4 | -7
- CC(OC(=O)c1ccc2ccccc2n1)C(=O)Nc1ccc(N2CCOCC2)cc1 (centres undefined)
 : -18 | 3 | -3 | -2 | -5 | -4 | -1 | -15 | -1 | 4 | 0
- CC1(C)O[C@H]2CC(=O)OC[C@]23[C@H]2CC[C@@]4(C)[C@H](c5ccoc5)OC(=O)[C@H]5O[C@]54[C@]2(C)[C@@H](O)C[C@@H]13
 : 0 | 3 | -2 | -6 | 8 | 9 | -9 | 0 | 1 | 5 | -4
- COc1ccc2[nH]c3c(=O)n(CCCC(=O)NC4CCCCC4C)c(=S)[nH]c3c2c1 (centres undefined)
 : 0 | 3 | 1 | -1 | 2 | -8 | -1 | -3 | 18 | 0 | -25
- CCOC(=O)c1c(NC(=O)CCl)sc(CN(C)C)c1-c1ccccc1
 : 13 | -8 | 4 | 4 | 22 | 8 | 9 | -1 | 8 | 1 | 6
- CC(C)n1ncc2c(C(=O)NCc3cccnc3)cc(C3CC3)nc21
 : -8 | 1 | 4 | 6 | 10 | -1 | -16 | 14 | -3 | -3 | -2
- CCOP(=O)(c1ccccc1Cl)C1(O)CCCCC1 (centres undefined)
 : -14 | -6 | 1 | -11 | -22 | 5 | -1 | 6 | -8 | -6 | 1
- CCNc1nc(CN2CCCCC2)nc2scc(-c3ccccc3)c12
 : 31 | 8 | -2 | 1 | 23 | 4 | 14 | 22 | 13 | 3 | 32
- O=S(=O)(c1ccc(Br)s1)N1CCCCC1
 : -1 | 1 | . | -8 | -1 | -4 | 8 | 4 | 9 | -7 | 10
- Cc1ccc(C)c(-n2nnnc2SCC(=O)c2ccc3c(c2)NC(=O)CO3)c1
 : -30 | 1 | -21 | -8 | -16 | 3 | -6 | 3 | 0 | -9 | 6
- CN=C(NC#N)NCCSCc1nc[nH]c1C
 : -9 | -1 | -7 | -18 | 12 | -10 | -3 | 1 | 1 | -37 | -3
- COc1cccc(CC(=O)OCC(=O)NC2CCCCCC2)c1
 : -2 | 4 | -6 | 6 | -1 | -6 | 7 | -9 | 5 | -45 | -39
- CC1(C)CC(=O)C(C=NCc2cccnc2)=C(O)C1
 : -29 | -6 | . | -9 | -5 | -3 | -9 | 22 | 7 | -10 | -4
- CCCCn1c(N)c(N(CCOC)C(=O)C(C)N2C(=O)c3ccccc3C2=O)c(=O)[nH]c1=O (centres undefined)
 : 11 | 1 | -15 | -5 | 3 | 0 | 3 | -12 | -5 | -2 | -8

# The results go on.
SMILES	SRC2 inh	TLR9-MyD88 block	Vif imaging	NOD2-RIPK2 inh	TROY signal inh	LMP1 NFkB inh	NR5A2 inv ag	TRAIL sens C8	NCOA3 inh	SRC1 inh	NR2F2 inh
O=C1c2ccsc2SCCN1Cc1ccccc1Cl	-4	-2	14	0	4	-2	-15	-6	7	-13	-3
O=C(CCN1N=C(c2ccccc2)CCC1=O)NCC1CCCO1 (centres undefined)	-7	0	5	1	-8	0	0	3	-11	8	-4
S=C(NCC1CCCCC1)Nc1ccc(Oc2ccccc2)cc1	12	-3	-11	1	46	48*	-3	-8	-3	-28	20
O=C(COc1ccccc1Cl)Nc1ccccc1C(=O)N1CCOCC1	-19	-6	-5	-20	-5	5	-3	-3	6	-24	11
CC(C)(C)NC(=O)CSc1nc(N)c(-c2ccccc2)c(=O)[nH]1	8	-4	-2	5	11	-6	-4	-3	9	6	-11

# Compound activity (PubChem BioAssay)
